Screening data: PubChem BioAssay, National Center for Advancing Translational Sciences (NCATS)
HT1080 IDH1KD tx = kills HT-1080 cells with IDH1 knockdown; 360,000 compounds, 2% hits; Potency, µM (titrated, usually from 46.1 µM), without a hit: at the highest dose activity, negative = toxicity, usual class: cytotoxic; AID 686971; HT-1080 IDH1 knockdown viability, ATP luminescence, 48 h;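 further: 0% = DMSO wells and -100% = cell-free medium wells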
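Knockdown cells (IDH1KD HT-1080) received compounds 2 h after plating at 750 cells/well and were kept 48 h at 37 °C in 5% FBS RPMI. A CellTiter-Glo luminescence read gave % activity for curve fitting.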
GLP1R inv ag = inverse agonists of human GLP-1 receptor. P43220. HEK293 GLP-1R CRE-luciferase, luminescence, 24 h; GLP-1R form is constitutively active. Potency, µM (series often up to 38.3 µM), without a hit: at the highest dose activity change, negative = inhibition, most hits filed as inhibitors. 410,000 compounds, 1.6% hits; further: on the % scale 0 is the no-effect control and ±100 the full control effect; nearly all actives have a fitted effect of over 55% in size
Target sequence (P43220 whole entry, looked up): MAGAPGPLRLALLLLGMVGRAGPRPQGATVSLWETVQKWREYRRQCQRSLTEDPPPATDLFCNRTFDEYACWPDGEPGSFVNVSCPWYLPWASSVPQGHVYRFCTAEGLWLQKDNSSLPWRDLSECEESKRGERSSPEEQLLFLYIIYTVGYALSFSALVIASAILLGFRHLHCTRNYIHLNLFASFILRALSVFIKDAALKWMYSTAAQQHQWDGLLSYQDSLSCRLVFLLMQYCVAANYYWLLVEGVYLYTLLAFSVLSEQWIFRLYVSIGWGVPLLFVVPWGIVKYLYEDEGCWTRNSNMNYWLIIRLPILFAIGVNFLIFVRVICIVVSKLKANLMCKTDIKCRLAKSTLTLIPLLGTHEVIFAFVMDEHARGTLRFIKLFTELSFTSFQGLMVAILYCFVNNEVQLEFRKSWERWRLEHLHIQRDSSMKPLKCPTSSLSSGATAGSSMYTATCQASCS
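GLP-1R inverse agonism mode: basal reporter luminescence in engineered HEK293 cells measured after one day of compound exposure at 37 deg C, with a 12 min room-temperature detection step.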
TDP-43 yeast inh = inhibitors of TDP-43 toxicity in yeast | 410,000 compounds, 1.8% hits | TDP-43 expressing yeast growth rescue, BacTiter-Glo, 24 h | Potency, µM (doses to about 46.1 µM), for the others: top-dose growth rescue (activation), usual class: activators; further: % of control where 0% means no effect; nearly all actives have a fitted effect of over 50% in size
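Galactose-induced TDP-43 yeast, OD600=0.02, compound pinned; 24 hr, 30 deg C; BacTiter-Glo luminescence for growth. Inhibitors of TDP-43 toxicity read as activators.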
GLP1R ag = agonists of human GLP-1 receptor; P43220; 380,000 compounds, 0.007% hits; HEK293 GLP-1R CRE-luciferase, luminescence, 4-6 h; cells express a hypersensitive GLP-1R form; Potency, µM (highest dose often 45.6 µM), for inactives: top-dose activation, usual class: activators; AID 624172; further: % of control where 0% means no effect
KB-3-1 tox = KB-3-1 parental cell cytotoxicity | Potency, µM (series often up to 46.1 µM), for inactives: at the top dose activity change, negative = cytotoxic, usual class: cytotoxic | 400,000 compounds, 1.4% hits | AID 1347075 | KB-3-1 viability, CellTiter-Glo ATP luminescence, 72 h; further: on the % scale 0 is the no-effect control and ±100 the full control effect; nearly all actives have a fitted effect of over 60% in size
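Viability of parental KB-3-1 cells, measured by CellTiter-Glo luminescence, followed a 72 h incubation at 37 °C with pinned compounds in phenol-red-free DMEM containing 10% FBS.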
GLP1R cytotox = cytotoxicity counter-screen for GLP-1 receptor inverse agonists; HEK293 cAMP-luciferase reporter cells, luminescence, 24 h; Potency, µM (titrated, usually from 38.3 µM), without a hit: at the highest dose activity change, negative = inhibition, hits mostly inhibitors; 410,000 compounds, 0.13% hits;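 further: loss of luciferase light is scored as toxicity; on the % scale 0 is the no-effect control and ±100 the full control effect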
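Quantitative HTS format, 1536 wells, 200 cells/uL seeded. Compounds: 23 nL, 24 h, 37 °C. Detection: luciferase reagent, luminescence at 12 min RT; decreased signal taken as cytotoxic.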
SW480 rerep = DNA re-replication induction in SW480 cells | SW480 DNA re-replication, Hoechst DNA content imaging, 48 h | Potency, µM (doses to about 46.1 µM), for the others: at the highest dose re-replication activation, usual class: activators | 340,000 compounds, 1.8% hits | AID 624297; further: % of control where 0% means no effect; nearly all actives have a fitted effect of over 55% in size
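250 cells/well; 23 nL cpd via pin tool; 48 hr, 37 C, 5% CO2; Hoechst 40 min; imager read of total nuclear intensity, ex 405/em 500-530 nm.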
KB-V1 cytotox = kills drug-selected multidrug resistant KB-V1 cells. KB-V1 MDR cells viability, CellTiter-Glo, 72 h. Potency, µM (doses to about 46.1 µM), for the others: top-dose activity change, negative = cytotoxicity, usual class: cytotoxic. 400,000 compounds, 3.4% hits. AID 1347076; further: on the % scale 0 is the no-effect control and ±100 the full control effect; nearly all actives have a fitted effect of over 60% in size
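KB-V1 MDR subline cells in DMEM (phenol-red free, 10% FBS) exposed to compounds in qHTS concentration series for 72 h at 37 degrees C. Viability read by CellTiter-Glo luminescence; concentration-effect curves fitted after normalization and correction.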
HT1080-NT tox = kills 2HG-producing HT-1080-NT fibrosarcoma cells. 360,000 compounds, 1.6% hits. AID 686970. HT-1080-NT fibrosarcoma viability, CellTiter-Glo ATP luminescence, 48 h. Potency, µM (highest dose often 46.1 µM), inactives show at the top dose activity, negative = less viability, usual class: cytotoxic;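 further: NT is the 2HG producing partner of a matched IDH1 knockdown line; 0% = DMSO-treated cells and -100% = media-only wells without cells; nearly all actives have a fitted effect of over 55% in size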
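Read-out is CellTiter-Glo luminescence after 10 minutes at room temperature, following 48 hours' compound treatment of HT-1080-NT cells (750 cells/well, RPMI, 5% FBS, 37 degrees C).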
* marks the source's active call; other numbers are inactive results; u = inconclusive; x = no result given; [ ] = dose if it differs, or a comment. The call rests on the fitted dose curve; in most records, active means well fitted curve in the direction sought with a large enough effect; inconclusive means small, poorly fitted or top-dose-only effect, or another doubt; inactive means no such curve, though single readings can be large; an effect the other way counts as inactive or inconclusive. Potency means the concentration at half of the fitted maximal effect.

cpd	SMILES	HT1080 IDH1KD tx	GLP1R inv ag	TDP-43 yeast inh	GLP1R ag	KB-3-1 tox
1	CC(=O)Nc1sc(N/N=C\c2cccc(Cl)c2)nc1-c1cccs1	1%	u	20%	5%	-13%
2	O=C(NCc1ccc(F)cc1Cl)C1CCN(S(=O)(=O)N2CCCCC2)CC1	-1%	u	11%	1%	-7%
3	CCCOc1ccc(C(F)(F)F)cc1NC(=O)C1CC(=O)N(Cc2ccco2)C1 (stereo not drawn)	-4%	u	21%	6%	0%
4	CCOC(=O)Nc1cc(OC)cc2ccc(C)nc12	2%	-2%	0%	u	u
5	CC(C)(C)c1ccccc1OCC(=O)NCCCn1ccnc1	-4%	-30%	20%	0%	7%
6	Cc1ccc(Cn2nnc3c(=O)[nH]c(C4CCCN(C(=O)c5ccco5)C4)nc32)cc1 (stereo not drawn)	0%	30%	-16%	17%	0%
7	O=C(NCCCN1CCOCC1)c1ccc(CS(=O)(=O)c2c(Cl)cccc2Cl)o1	5%	15%	8%	4%	11%
8	CC(=O)c1ccccc1OCCOCCOCCOc1ccccc1C(C)=O	0%	6%[0.307 µM]	u	17%	-17%

cpd	GLP1R cytotox	SW480 rerep	KB-V1 cytotox	HT1080-NT tox
1	-26%	1%	-1%	-4%
2	0%	-13%	5%	12%
3	-36%	-3%	u	-22%
4	-11%	x	3%	10%
5	13%	-7%	u	-2%
6	-16%	-2%	-26%	0%
7	-3%	1%	2%	7%
8	-6%[0.307 µM]	-2%	u	-4%

Continued, starting with the last four of the part before.
cpd	SMILES	HT1080 IDH1KD tx	GLP1R inv ag	TDP-43 yeast inh	GLP1R ag	KB-3-1 tox
5	CC(C)(C)c1ccccc1OCC(=O)NCCCn1ccnc1	-4%	-30%	20%	0%	7%
6	Cc1ccc(Cn2nnc3c(=O)[nH]c(C4CCCN(C(=O)c5ccco5)C4)nc32)cc1 (stereo not drawn)	0%	30%	-16%	17%	0%
7	O=C(NCCCN1CCOCC1)c1ccc(CS(=O)(=O)c2c(Cl)cccc2Cl)o1	5%	15%	8%	4%	11%
8	CC(=O)c1ccccc1OCCOCCOCCOc1ccccc1C(C)=O	0%	6%[0.307 µM]	u	17%	-17%
9	COc1ccc(-c2nnc(SCc3ccc(C(=O)O)cc3)o2)cc1OC	5%	15%	11%	-2%	1%
10	Nc1c2c(nc3sc4c(c13)CCCC4)CCCCCC2	1%	-9%	11%	12%	-5%
11	CCN(c1ccccc1)S(=O)(=O)c1ccc(OC)c(NC(=O)c2cc(Cl)ccn2)c1	0%	5%	7%	4%	-4%
12	COc1ccc(S(=O)(=O)NCC(c2ccc3c(c2)OCO3)N2CCOCC2)cc1C (stereo not drawn)	-4%	-9%	-13%	6%	4%
13	O=C(CN1C(=O)COc2ccc(S(=O)(=O)N3CCOCC3)cc21)N1CCN(c2cccc(C(F)(F)F)c2)CC1	x	-6%	15%	1%	0%
14	COc1ccccc1NC(=O)CSc1nnc(CNC(=O)c2ccco2)o1	15%	2%	-1%	6%	4%
15	COC(C(=O)Nc1ccc(S(=O)(=O)Nc2c(C)cccc2C)cc1)c1ccccc1 (stereo not drawn)	-24%	-12%	3%	8%	-1%
16	O=C(C1CCC1)N1CCN(c2ccnc3cc(Cl)ccc23)CC1	0%	-23%	3%	8%	-10%

cpd	GLP1R cytotox	SW480 rerep	KB-V1 cytotox	HT1080-NT tox
5	13%	-7%	u	-2%
6	-16%	-2%	-26%	0%
7	-3%	1%	2%	7%
8	-6%[0.307 µM]	-2%	u	-4%
9	-13%	-8%	12%	4%
10	-40%	5%	-18%	-7%
11	2%	-5%	1%	-1%
12	7%	-1%	u	0%
13	1%	x	u	x
14	6%	-6%	24%	10%
15	2%	u	2%	-23%
16	-8%	-14%	u	1%

A second format for some results above.
Results follow in this order: HT1080 IDH1KD tx | GLP1R inv ag | TDP-43 yeast inh | GLP1R ag | KB-3-1 tox | GLP1R cytotox | SW480 rerep | KB-V1 cytotox | HT1080-NT tox
16: O=C(C1CCC1)N1CCN(c2ccnc3cc(Cl)ccc23)CC1
    0% | -23% | 3% | 8% | -10% | -8% | -14% | u | 1%
9: COc1ccc(-c2nnc(SCc3ccc(C(=O)O)cc3)o2)cc1OC
    5% | 15% | 11% | -2% | 1% | -13% | -8% | 12% | 4%
14: COc1ccccc1NC(=O)CSc1nnc(CNC(=O)c2ccco2)o1
    15% | 2% | -1% | 6% | 4% | 6% | -6% | 24% | 10%

Continuation.
cpd	SMILES	HT1080 IDH1KD tx	GLP1R inv ag	TDP-43 yeast inh	GLP1R ag	KB-3-1 tox
17	CCCC(=O)Oc1ccc(C2NC(=O)c3ccccc3O2)cc1OC (stereo not drawn)	1%	23%	-16%[1.82 µM]	9%	5%
18	COC(=O)c1ccc(C2C(C(=O)Nc3ccccc3)=C(C)Nc3nc4ccccc4n32)cc1 (stereo not drawn)	x	16%	11%	-2%	u
19	COCCn1c(C)cc(C(=O)CSc2ncnc3sc4c(c23)CCC4)c1C	5%	-12%	-1%	-3%	-2%
20	c1cnc(SCCCOc2ccc3ccccc3c2)nc1	-15%	-21%	29%	4%	6%
21	Cc1cc(C)nc(SCc2ccc(C(=O)NNC(=O)Nc3cccc(Cl)c3)cc2)n1	u	u	1%	-35%[inhibitor]	u
22	CCCCC(=O)NC(Nc1sc2c(c1C(N)=O)CCCC2)(C(=O)OCC)C(F)(F)F (stereo not drawn)	9%	-1%	-4%	-2%	8%
23	CN(CC(=O)Nc1cccc(Cl)c1)S(=O)(=O)/C=C/c1ccccc1	-7%	10µM*	18µM*	15%	-12%
24	CSCC[C@H](N)C(=O)N1CCC(C(=O)N[C@H](C)C(=O)Nc2ccc(C(C)C)cc2)CC1	-5%	-18%	-6%	5%	-2%

cpd	GLP1R cytotox	SW480 rerep	KB-V1 cytotox	HT1080-NT tox
17	1%	-4%	u	10%
18	-4%	x	-5%	x
19	-14%	-5%	-1%	11%
20	-9%	-3%	4%	-13%
21	u	u	-27%	u
22	-9%	2.9µM*	-2%	11%
23	-19%	x	10%	-27%
24	u	2%	-3%	-6%

Next part
cpd	SMILES	HT1080 IDH1KD tx	GLP1R inv ag	TDP-43 yeast inh	GLP1R ag	KB-3-1 tox
25	COc1ccc(C(=O)NNC(=S)NC(=O)c2ccccc2)cc1	u	u	x	-1%	u
26	Cc1sc(NC(=O)c2ccco2)c(C(c2cccnc2)N2CCN(c3ccc(F)cc3)CC2)c1C (stereo not drawn)	u	u	25µM*	-6%	u
27	COc1ccc(-n2nnnc2SCC(=O)Nc2nnn(C)n2)cc1	10%	0%	-7%	-9%	18%
28	CC(C)C(=O)c1cc2c(cc1NC(=O)c1ccccc1)OCCO2	5%	2%	-12%	15%	-20%
29	COC(=O)c1c(NC2=NS(=O)(=O)c3ccccc32)sc2c1CCC(C(C)(C)C)C2 (stereo not drawn)	16%	18%	-11%	4%	19%
30	CC(C)CCNc1nc(N)c([N+](=O)[O-])c(NCC2CCCO2)n1 (stereo not drawn)	-2%	u	3%	22%	0%
31	Cn1c2ccc(CC(=O)O)cc2c2cc(CC(=O)O)ccc21	-12%	10%	-8%	2%	2%
32	CSc1nc(Oc2ccc3ccccc3c2)c2sccc2n1	u	u	-28%	15%	5.2µM*

cpd	GLP1R cytotox	SW480 rerep	KB-V1 cytotox	HT1080-NT tox
25	-25%	u	-23%	-18%
26	-2%	u	-19%	u
27	2%	-1%	0%	5%
28	8%	2%	-13%	0%[9.24 µM]
29	-1%	-4%	10%	5%
30	13%	4%	u	-12%
31	4%	-4%	16%	8%
32	u	21µM*	u	1%

More structures
cpd	SMILES	HT1080 IDH1KD tx	GLP1R inv ag	TDP-43 yeast inh	GLP1R ag	KB-3-1 tox
33	CC(C)(C)OC(=O)NCCc1nnc(SCc2c(Cl)cccc2Cl)o1	-3%	2%	-18%	3%	-3%
34	CCCc1nc2ccccc2n1CCOc1ccccc1	-11%	u	-8%	15%	-3%
35	CC(C)c1ccc(NC(=O)C2CC(=O)Nc3nc4ccccc4n32)cc1 (stereo not drawn)	7%	-6%	-10%	-1%	3%
36	Cc1ccccc1/C=C\c1nc2ccccc2c(=O)[nH]1	16µM*	-15%	6%	23%	u
37	O=C(NCc1ccccc1)c1cc(C2CCCCN2S(=O)(=O)c2cccs2)on1 (stereo not drawn)	-6%	-10%	26%	12%	0%
38	CC(=O)c1cccc(NC(=S)NC(=O)c2cccc(C)c2)c1	0%	0%	u	9%	u
39	CC(C)CCNC(=O)C1CCC(CNc2c(N3CCCC3)c(=O)c2=O)CC1 (stereo not drawn)	19%	11%	6%	5%	20%
40	C[C@H](CO)N1C[C@H](C)[C@H](CN(C)C(=O)Cc2cccnc2)Oc2ncc(Br)cc2C1=O	11%	7%	0%	5%	4%

cpd	GLP1R cytotox	SW480 rerep	KB-V1 cytotox	HT1080-NT tox
33	10%	-15%	21%	-3%
34	14%	4%	-17%	-9%
35	2%	-10%	-9%	0%
36	u	u	u	16µM*
37	3%	x	2%	1%
38	-13%	-8%	18µM*	2%
39	-1%	-2%	14%	u
40	-11%	x	14%	4%

The list continues.
cpd	SMILES	HT1080 IDH1KD tx	GLP1R inv ag	TDP-43 yeast inh	GLP1R ag	KB-3-1 tox
41	NC(=O)c1ccc(C(=O)N/N=C/c2cccc(Oc3ccccc3)c2)cc1	4%	14%	3%	-5%	9%
42	O=C(NCc1ccccc1)C1c2ccccc2Oc2ccccc21	0%	u	u	-3%	8%
43	CC(NC(=O)c1ccc(Br)o1)c1ccccc1 (stereo not drawn)	-13%	-35%	-15%	3%	1%
44	CCOC(=O)c1c(C)oc2c1c(C(c1ccncc1)N1CCOCC1)c(O)c1ccccc12 (stereo not drawn)	u	16%	-89%[inhibitor]	u	u
45	CCOC(=O)c1c(NC(=O)C2CCCO2)sc(C(N)=O)c1C (stereo not drawn)	-22%	22%	11%	6%	23%

cpd	GLP1R cytotox	SW480 rerep	KB-V1 cytotox	HT1080-NT tox
41	1%	4%	23%	4%
42	-10%	-1%	-1%	18%
43	12%	0%	-1%	-4%
44	-15%	6%	0%	u
45	0%	-3%	-20%	-14%

Rows were taken by chance; any-hit rate near 9.4%.
